# Compound activity from PubChem.
# GAA glycogen: alters human alpha-glucosidase cleavage of glycogen; recombinant GAA, glycogen substrate, Amplex Red glucose oxidase fluorescence; Potency, µM (highest dose often 76.4 µM), for the others: at the top dose activity change, negative = inhibition, most hits filed as inhibitors; 0.38% of 300,000 active; AID 2100; active = well fitted inhibition curve with a large enough effect;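 note: 0% = full enzyme reaction and -100% = no-enzyme basal signal; the screen sought inhibitors and activators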
#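 Recombinant human enzyme (4 nM); glycogen substrate; 37 C, 40 min, pH 5.0. Readout: coupled glucose oxidase/Amplex Red fluorescence.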
# The depositor's hits bear a star; [ ] = dose if it differs, or a comment. Potency is the fitted concentration of half-maximal effect.
SMILES,GAA glycogen
O=S1(=O)CCOC[C@H](c2ccccc2)N1Cc1cccc(F)c1,1%[76.3 µM]
CCC(C)[C@H](NC(=O)N1CC(=O)Nc2ccccc21)C(=O)N[C@H](Cc1ccccc1)C(=O)O (stereo partly drawn),-8%[76.3 µM]
O=C(Nc1ccc(S(=O)(=O)Nc2nccs2)cc1)c1nn(-c2ccc(F)cc2)ccc1=O,2%[76.3 µM]
CCOc1ccc(NC(=O)NCc2ccc3c(c2)OCO3)cc1,-6%[76.3 µM]
CCN(CC)CCn1c(NC(=O)c2ccc(C)cc2)nc2ccccc21,16%[76.3 µM]
Cc1ccc(CNC(=O)c2ccc(Cl)c(S(N)(=O)=O)c2)n1C,6%
COc1cccc(NC(=O)CN(C)C(=O)c2c(-c3ccccc3)noc2C)c1,-5%[76.3 µM]
CNC(=O)N1CCC(C(=O)c2c(C)c(C)c(C)c(C)c2C)CC1,2%
CCN(CC(=O)N1CCN(Cc2ccccc2)CC1)S(=O)(=O)c1ccc(C)cc1,-3%[76.3 µM]
CCC(C)C(=O)Nc1ccccc1N1CCN(c2ccc(F)cc2)CC1 (stereo not drawn),-5%[76.3 µM]
CCn1c(SCC(=O)N(C)CC(=O)Nc2ccc(F)c(F)c2F)nnc1-c1ccco1,-1%[76.3 µM]
CSc1ccccc1OCc1cc(C(=O)N2C[C@H]3CC[C@H]2C3)no1,-3%[76.3 µM]
CCn1c(=O)c(C(=O)NCCc2ccc(OC)c(OC)c2)c(O)c2ccccc21,-8%
CCCCN(C(=O)CCCc1nc2ccccc2c(=O)[nH]1)c1c(N)n(CCCC)c(=O)[nH]c1=O,-2%[76.3 µM]
COc1cc(CC2C(=O)Nc3ccccc32)cc(C)c1O (stereo not drawn),0%
CN(CC(=O)Nc1ccccc1Br)CC(=O)Nc1ccccc1C(F)(F)F,-8%
O=C(CN1CCOCC1)N1c2ccccc2Sc2ccccc21,4%
Nc1ccccc1SCCS(=O)(=O)c1ccc(Cl)cc1,6%
CC1(CCc2ccc3c(c2)OCO3)NCCc2c1[nH]c1ccccc21 (stereo not drawn),2%
Cc1cccc(C(=O)O/N=C(\N)CS(=O)(=O)c2ccccc2)c1,-5%[76.3 µM]
O=C1CN(C(=O)c2ccccc2C(=O)O)c2ccccc2N1,12%[76.3 µM]
COCCNC(=O)CSc1n[nH]c(=O)n1CCc1ccccc1,5%
O=S(=O)(c1ccc(Cl)cc1)N1CCC2(CC1)OCCO2,-4%[76.3 µM]
CCC(C)[C@H]1COCCS(=O)(=O)N1Cc1ccccc1F (stereo partly drawn),12%[76.3 µM]
CCN1CCN(CC2COc3ccccc3O2)CC1 (stereo not drawn),2%

# Gathered by group, the compounds so far containing sulfur
SMILES,GAA glycogen
O=S1(=O)CCOC[C@H](c2ccccc2)N1Cc1cccc(F)c1,1%[76.3 µM]
O=C(Nc1ccc(S(=O)(=O)Nc2nccs2)cc1)c1nn(-c2ccc(F)cc2)ccc1=O,2%[76.3 µM]
Cc1ccc(CNC(=O)c2ccc(Cl)c(S(N)(=O)=O)c2)n1C,6%
CCN(CC(=O)N1CCN(Cc2ccccc2)CC1)S(=O)(=O)c1ccc(C)cc1,-3%[76.3 µM]
CCn1c(SCC(=O)N(C)CC(=O)Nc2ccc(F)c(F)c2F)nnc1-c1ccco1,-1%[76.3 µM]
CSc1ccccc1OCc1cc(C(=O)N2C[C@H]3CC[C@H]2C3)no1,-3%[76.3 µM]
O=C(CN1CCOCC1)N1c2ccccc2Sc2ccccc21,4%
Nc1ccccc1SCCS(=O)(=O)c1ccc(Cl)cc1,6%
Cc1cccc(C(=O)O/N=C(\N)CS(=O)(=O)c2ccccc2)c1,-5%[76.3 µM]
COCCNC(=O)CSc1n[nH]c(=O)n1CCc1ccccc1,5%
O=S(=O)(c1ccc(Cl)cc1)N1CCC2(CC1)OCCO2,-4%[76.3 µM]
CCC(C)[C@H]1COCCS(=O)(=O)N1Cc1ccccc1F (stereo partly drawn),12%[76.3 µM]

# (more compounds)
SMILES,GAA glycogen
O=C(Cn1c(=O)oc2cc(S(=O)(=O)N3CCCCC3)ccc21)N1CCCCC1,-8%[76.3 µM]
Nc1nonc1-n1nnc(C(=O)N/N=C/c2ccc(F)cc2)c1-c1ccc2c(c1)OCO2,-3%[76.3 µM]
CNCc1c(OCc2ccccc2)ccc2ccccc12,3%[76.3 µM]
O=C(CN1CCC(C(=O)c2ccc(F)cc2)CC1)Nc1ccccc1Cl,3%[76.3 µM]
O=C(Nc1ccc(S(=O)(=O)N2CCOCC2)cc1)c1cccc([N+](=O)[O-])c1,-1%[76.3 µM]
CC(C)C(OC(=O)c1cccs1)C(=O)NCc1ccc(F)cc1 (stereo not drawn),-2%[76.3 µM]
CC(=O)c1cccc(NC(=O)N2CCOCC2)c1,7%[76.3 µM]
COc1cc(C(=O)NC(C)c2ccc(-n3ccnc3)cc2)cc(OC)c1C (stereo not drawn),4%
O=C(O)c1cc(-c2ccc3ccccc3c2)nc2ccc(F)cc12,2%
O=C(NCc1cnn(-c2ccccc2)c1)C1CCC(=O)N(C2CC2)C1 (stereo not drawn),1%[76.3 µM]
COCCN1C(=O)N(c2cccc(OC)c2)C(=O)C1CC(=O)Nc1ccc(Cl)cc1 (stereo not drawn),19%[76.3 µM]
O=[N+]([O-])c1cc([N+](=O)[O-])c2oc(-c3ccccc3)c(Br)c2c1O,-10%
Cc1ccc(C)c(OCC(=O)Nc2ccccc2C(=O)N2CCOCC2)c1,-12%[76.3 µM]
O=C(NNC(=O)c1ccc(NC(=O)c2ccccc2)cc1)c1ccc(F)cc1,0%[76.3 µM]
CC(C)c1ccc(/C=C2\SC(=O)N(CC(=O)NCCCn3ccnc3)C2=O)cc1,-6%[76.3 µM]
OC(CNC1CCCC1)COc1ccc(Cl)cc1 (stereo not drawn),11%[76.3 µM]
Cc1ccccc1Cc1c(C)nc2nc(SCC(=O)NCCCN3CCCC3)nn2c1C,-2%[76.3 µM]
Cc1ccc(NC(=O)Cn2c(=O)c3cccn3c3ccccc32)c(Cl)c1,-2%[76.3 µM]
Cc1occc1C(=O)NC1CCCN(Cc2ccc(CC(C)C)cc2)C1 (stereo not drawn),-1%[76.3 µM]
CC(=O)c1ccc(OCc2cc(C(=O)NC(C)Cc3ccccn3)no2)cc1 (stereo not drawn),1%[76.3 µM]
C=CCC1(CC=C)CCCN1C(=O)Cn1nnnc1CN(C)C(C)C,11%[76.3 µM]
Cc1oc2cc3oc(=O)c(CCC(=O)N(C)CC(=O)O)c(C)c3cc2c1C,-1%
CC(C)(C)OC(=O)N1CCCN(C(=O)c2ccc(Cl)cc2)CC1,3%
CC(=O)c1cccc(NC(=O)N(c2ccccc2)c2ccccc2)c1,5%[76.3 µM]
O=C(COC(=O)c1ccc(O)cc1)Nc1ccccc1,-1%
# Next records
SMILES,GAA glycogen
COc1ccc(-n2nnnc2-c2ccc(S(C)(=O)=O)cc2Cl)cc1,1%
CC(=O)c1cnc2nc(SCc3ccc(C)cc3)nn2c1C,13%[76.3 µM]
COc1ccccc1CC(=O)NC1CC1,-7%[76.3 µM]
CCc1ccc(S(=O)(=O)N/N=C(/C)c2ccncc2)cc1,-11%[76.3 µM]
CS(=O)(=O)N(CC(=O)Nc1ccccc1C(=O)N1CCOCC1)c1cccc(F)c1,-8%[76.3 µM]
COc1ccccc1CN1CC(C(=O)NCCc2ccc(Cl)cc2)CC1=O (stereo not drawn),-8%[76.3 µM]
Cc1nn(CC(=O)NNC(=S)NCC2CCCO2)c(C)c1Br (stereo not drawn),-4%[76.3 µM]
Cc1ccccc1C(=O)NCC(=O)NNC(=O)CCN1CCN(c2ccccc2)CC1,-2%[76.3 µM]
COc1ccc(OC)c(NC(=O)CN(c2ccc(C)cc2)S(=O)(=O)c2c(C)n[nH]c2C)c1,-14%[76.3 µM]
Cc1ccccc1NS(=O)(=O)c1nnc(NC(=O)C(C)C)s1,6%
CCSc1nc2sc3c(c2c(=O)n1-c1ccccc1)CCN(C)C3,-7%[3.05 µM]
CSc1nsc(SCC(=O)NCc2ccccc2)n1,-3%[76.3 µM]
Cc1ccc(S(=O)(=O)N(CC(=O)NCC2CCCO2)Cc2cccc(C)c2)cc1 (stereo not drawn),-3%[76.3 µM]
O=C(CCCCC(=O)NCCc1ccccc1)NCCc1ccccc1,-6%[76.3 µM]
Cc1ccc2c(CN3CCN(Cc4ccccc4)CC3)cc(=O)oc2c1,3%
COc1ccccc1C(=O)NNC(=O)c1ccc(NS(=O)(=O)c2cccs2)cc1,-1%[76.3 µM]
O=C(Nc1ccccc1)C(c1ccccc1)c1ccccc1,1%
COc1cccc(CC2(CO)CCCN(Cc3ccccc3Cl)C2)c1 (stereo not drawn),-9%[76.3 µM]
CCOc1ccc(OCCC(=O)NNC(=O)c2nn(C)c(=O)c3ccccc23)cc1,4%[76.3 µM]
CCOc1ccc(-c2nnc(NC(=O)C3CCCC3)o2)cc1,3%
Oc1ccc2ccccc2c1CNc1ccc(Br)cn1,9%[76.3 µM]
CC(C)(C)NC(=O)c1ccc2c(c1)C(=O)N(Cc1ccco1)C2=O,-5%[76.3 µM]
Clc1ccc(NCc2cccnc2)c(Cl)c1,0%
COc1ccc(N(C(=O)c2ccco2)C(C(=O)NC2CCCC2)c2cccs2)c(OC)c1 (stereo not drawn),-10%
CCOC(=O)c1csc(NC(=O)C2=COCCO2)n1,-7%[76.3 µM]
# More entries follow:
SMILES,GAA glycogen
COc1ccc(OC)c(CCNC(=O)c2cccc(NC3=NC4CS(=O)(=O)CC4S3)c2)c1 (stereo not drawn),-5%[76.3 µM]
Cc1ccc(S(=O)(=O)c2cn(C)c3cc(N4CCOCC4)c(F)cc3c2=O)cc1,0%[76.3 µM]
CN1C(=O)NC(c2cccc([N+](=O)[O-])c2)C2=C1CCCC2=O (stereo not drawn),-3%
Cc1ccc(NC(=O)Cc2cccs2)cc1Cl,4%[76.3 µM]
COCCCn1c(C)nnc1SCC(=O)Nc1ccc(C(C)=O)cc1,0%[76.3 µM]
COc1cccc(NC(=O)[C@H](Cc2c[nH]c3ccccc23)NC(=O)[C@@H]2Cc3ccccc3CN2)c1,6%[76.3 µM]
O=C(Cc1ccccc1)NCC(=O)OCC(=O)c1ccc(Cl)cc1,-3%[76.3 µM]
COc1ccc(N2CCN(CC(=O)c3ccc(Cl)cc3)CC2)cc1,-19%
COc1cccc(-c2cc(C(=O)NCc3ccco3)c3ccccc3n2)c1,7%[76.3 µM]
COc1ccc(NS(=O)(=O)c2cc(Br)cc3c2N(C(C)=O)CC3)cc1,4%[76.3 µM]
CC(C)c1ccc(N(CC(=O)N2CCOCC2)S(C)(=O)=O)cc1,6%[76.3 µM]
c1ccc(CCOn2ccnc2)cc1,0%
COc1cc2[nH]c(C(=O)NCCc3ccccc3)cc2c(OC)c1OC,3%
O=C(CCc1ccccc1)NNC(=O)c1cc(Cl)ccc1O,5%[76.3 µM]
COc1cc(OC)c(OC)cc1CN1CCN(Cc2ccco2)CC1,-1%[76.3 µM]
COc1ccccc1-n1c(SCC(=O)N2CCOCC2)nc(O)cc1=O,3%[76.3 µM]
COc1ccccc1NC(=O)C1CCCN1C(=O)NC1CCCCC1 (stereo not drawn),15%
CN1CCN(NS(=O)(=O)c2ccc(Cl)cc2)CC1,0%
Cc1c(C)c2ccc(OC(C)C(=O)N[C@@H](Cc3c[nH]c4ccccc34)C(=O)O)c(C)c2oc1=O (stereo partly drawn),-1%[76.3 µM]
O=C(CCN1CCN(Cc2ccccc2)CC1)Nc1cccc(Br)c1,-6%
NS(=O)(=O)c1ccc(CCNCc2ccccc2OCc2ccc(Cl)cc2)cc1,12%[76.3 µM]
COc1cc(C(C)=O)ccc1OCC(O)CN1CCN(c2ccc(C)cc2C)CC1 (stereo not drawn),1%[76.3 µM]
Cc1ccc(C(C(=O)NCC2CCCO2)N(C(=O)c2snc(C(N)=O)c2N)c2ccc(C(C)C)cc2)o1 (stereo not drawn),-4%
CCc1ccc(-c2cc3c(=O)n(CC(=O)N4CCCC4)nc(C)n3n2)cc1,-4%[76.3 µM]
COc1cccc(NC(=O)COc2cc(C)cc3oc(=O)cc(C)c23)c1,-1%[76.3 µM]

# Entries above that have a tert-butyl group (two):
SMILES,GAA glycogen
CC(C)(C)OC(=O)N1CCCN(C(=O)c2ccc(Cl)cc2)CC1,3%
CC(C)(C)NC(=O)c1ccc2c(c1)C(=O)N(Cc1ccco1)C2=O,-5%[76.3 µM]

# (next part)
SMILES,GAA glycogen
CCc1ccc(OCC(O)CN2CCN(c3ccc(OC)cc3)CC2)cc1 (stereo not drawn),0%
Nc1c(C(=O)Nc2ccc(Cl)c(C(=O)O)c2)sc2nc3c(cc12)CCCC3,1%[76.3 µM]
O=C(COC(=O)c1ccccc1SCC(=O)N1CCCC1)Nc1ccccc1,-8%[76.3 µM]
Cc1c(C)c2ccc(OCC(=O)NCCCn3ccnc3)cc2oc1=O,-1%[76.3 µM]
Cn1c(CNC(=O)C2CCCCC2)cc2ccccc21,-1%[76.3 µM]
COc1ccc(S(=O)(=O)Nc2noc3ccccc23)cc1,12%
COc1ccccc1CC(=O)Nc1ccc(S(=O)(=O)N2CCN(C)CC2)cc1,-10%[76.3 µM]
O=C(NN/C(=N/S(=O)(=O)c1ccc(Cl)cc1)c1ccccc1)c1cccc(Cl)c1,-6%
C/C(=N/Nc1ccc([N+](=O)[O-])cc1)c1c[nH]c2ccccc12,-11%[15.3 µM]
COc1cc(C2C(C(C)=O)=C(O)C(=O)N2Cc2ccccc2)ccc1O (stereo not drawn),4%
O=C(Nc1ccc(N2CCCC2)cc1)c1cc(Cl)ccc1Cl,-13%[3.05 µM]
COc1ccc(/C=C2\SC(N)=NC2=O)cc1Br,-7%[76.3 µM]
COc1ccc(C2(c3ccc(OC)cc3)NC(=O)N(CC(=O)Nc3ccc(OC(F)F)cc3)C2=O)cc1,-2%[76.3 µM]
Cc1ccccc1OCCn1c(=S)[nH]c2ccccc21,-21%[76.3 µM]
O=C(NCc1ccccc1)C(c1ccc(F)cc1)N(C(=O)c1csnn1)C1CC1 (stereo not drawn),0%
O=C(O)c1ccc(/C=C2\SC(=S)N(NC(=O)c3ccccc3)C2=O)cc1,4%

# As entered above:
# Cc1ccccc1NS(=O)(=O)c1nnc(NC(=O)C(C)C)s1 – GAA glycogen = 6%
# CNCc1c(OCc2ccccc2)ccc2ccccc12 – GAA glycogen = 3%[76.3 µM]

# A portion of the library (hit frequency here may not be typical).
